# TAAR1 antag: human TAAR1 antagonists, primary screen, Fluo-8 calcium fluorescence, CHO RD-HGA16 cells. Trace amine-associated receptor 1 (Homo sapiens), Q96RJ0. antagonist. inhibition, % at 3 µM. actives 1.5% (n = 360,000). AID 624466, 2012;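 active = inhibition above a per-plate cutoff, the mean inhibition of test compounds on that plate plus 3 SD, cut at about 49% in these data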;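 also: 0% = DMSO plus EC80 beta-PEA response and 100% = DMSO alone without agonist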
# Target sequence (Q96RJ0 whole entry, looked up): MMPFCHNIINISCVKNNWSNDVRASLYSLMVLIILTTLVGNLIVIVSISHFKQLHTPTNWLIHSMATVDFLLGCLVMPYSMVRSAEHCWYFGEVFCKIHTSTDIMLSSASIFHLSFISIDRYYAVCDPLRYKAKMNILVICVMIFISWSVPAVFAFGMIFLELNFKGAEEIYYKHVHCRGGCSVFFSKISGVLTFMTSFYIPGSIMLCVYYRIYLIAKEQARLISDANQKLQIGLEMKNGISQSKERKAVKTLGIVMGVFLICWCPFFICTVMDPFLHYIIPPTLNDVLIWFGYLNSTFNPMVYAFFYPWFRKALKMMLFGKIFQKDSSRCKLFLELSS
#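 Test system: CHO RD-HGA16 cells bearing hTAAR1 | Reagent: β-PEA, EC80 | Compound dosing: 3 µM, single point | Schedule: Dye loading 75 min at 37 °C, then 30 min room temperature | Signal: Calcium fluorescence with Fluo-8 | Evaluation: Percent inhibition of PEA-evoked calcium signal, max/basal emission ratio | Control set: DMSO-only wells and EC80 β-PEA-stimulated wells | Repeats: Singlicate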
# CHO parental Ca: ATP-evoked calcium signal inhibitors, parental CHO, primary screen, counter-screen for OX1R antagonist project, cell-based, fluorescence, Fluo-8 calcium dye; parental CHO-K1, ATP-induced calcium, Fluo-8 fluorescence; inhibition, % at 5.6 µM; actives 0.63% (n = 330,000);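 active = inhibition above that plate's mean sample inhibition plus 3 SD, cut at about 26% in these data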;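 also: 0% = ATP-challenged DMSO wells and 100% = DMSO wells without ATP; some compounds past the cut are filed as inactive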
#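 Assay system: parental CHO cells; Read-out basis: percent inhibition of ATP-evoked calcium rise, normalized to controls; Benchmarks: ATP and no-ATP DMSO wells; Compound dosing: single nominal dose of 5.6 µM per compound; Signal: Fluo-8 calcium dye fluorescence; Also added: ATP as calcium-mobilizing challenge; Repeats: singlicate.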
# CHRM1 antagonist: human M1 muscarinic receptor antagonists, primary screen, CHO-K1 cells, Fluo-8 calcium fluorescence, 1536-well. AID 588852, 2011. actives 1.3% (n = 360,000). CHO-K1 hM1, ACh EC80 antagonist. inhibition, % at 3 µM;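 active = percent inhibition above its own plate's cutoff, namely the mean of that plate's compound wells plus 3 SD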;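 also: peak over basal fluorescence ratio during 140 s after agonist addition; 0% = ACh EC80 plus DMSO and 100% = DMSO alone without agonist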
# Target sequence (P11229 whole entry, looked up): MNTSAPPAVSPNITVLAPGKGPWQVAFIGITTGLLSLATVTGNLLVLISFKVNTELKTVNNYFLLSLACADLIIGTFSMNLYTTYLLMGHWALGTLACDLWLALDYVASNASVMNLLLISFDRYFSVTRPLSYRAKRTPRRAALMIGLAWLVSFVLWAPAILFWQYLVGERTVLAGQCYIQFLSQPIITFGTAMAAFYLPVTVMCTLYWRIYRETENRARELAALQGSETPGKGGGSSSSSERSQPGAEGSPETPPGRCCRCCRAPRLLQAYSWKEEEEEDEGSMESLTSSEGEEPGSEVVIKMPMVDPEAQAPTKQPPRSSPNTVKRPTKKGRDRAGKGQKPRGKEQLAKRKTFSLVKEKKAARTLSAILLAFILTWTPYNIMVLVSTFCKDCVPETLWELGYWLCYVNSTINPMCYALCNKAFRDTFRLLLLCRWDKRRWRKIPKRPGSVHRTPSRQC
# CHRM1 PAM: human M1 muscarinic receptor positive allosteric modulators, primary screen, CHO-K1 cells, Fluo-8 calcium fluorescence, 1536-well; Muscarinic acetylcholine receptor M1 (Homo sapiens), P11229; CHO-K1 hM1, ACh EC20; 0% = ACh EC20, 100% = maximal ACh; activation, % at 3 µM; actives 0.088% (n = 360,000); AID 588819, 2011; in the data active = activation above about 19%, passing the limit was not always enough
# CHO-K1 Ca PAM: nonselective calcium activators in parental CHO-K1 cells, primary screen, counter-screen for M1 PAM project, cell-based, Fluo-8 calcium fluorescence, full deck, 1536-well; ATP EC20; 0% at ATP EC20, 100% at ATP max; activation, % at 3 µM; actives 0.02% (n = 360,000); AID 602247, 2012;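 active = activation above the run cutoff, the mean activation of all test compounds plus 3 SD, cut at about 40% in these data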;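 also: peak over basal fluorescence ratio in a 140 s read after ATP addition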
# M1 ag: human M1 muscarinic receptor agonists, primary screen, Fluo-8 calcium fluorescence, CHO-K1 cells, HTS. actives 0.33% (n = 360,000). Muscarinic acetylcholine receptor M1 (Homo sapiens), P11229. activation, % at 3 µM. CHO-K1 hM1, agonist mode; 0% DMSO, 100% acetylcholine EC100;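 active = activation above the run's mean compound activation plus 3 SD, cut at about 16% in these data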;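 also: peak over basal fluorescence ratio within a 140 s kinetic read after compound addition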
# CHO-K1 Ca antag: nonselective inhibitor or artifact in parental CHO-K1 cells | ATP-induced calcium, Fluo-8 fluorescence | inhibition, % at 3 µM | actives 0.6% (n = 360,000) | AID 602250;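 active = inhibition above a per-plate cutoff, the plate's mean sample inhibition plus 3 SD, cut at about 24% in these data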;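 also: 0% = DMSO plus EC80 ATP and 100% = DMSO alone without ATP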
# CHO-K1 Ca ag: counter-screen for M1 agonists: effect in parental CHO-K1 cells; Fluo-8 calcium fluorescence; scaled to maximal ATP response, vehicle zero; activation, % at 3 µM; actives 0.48% (n = 360,000); AID 602248, 2012; in the data active = activation above about 15%;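 also: untransfected CHO-K1 host cells lacking M1 receptor as counterscreen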
# TAAR1 ag: human TAAR1 agonists, primary screen, Fluo-8 calcium fluorescence, CHO RD-HGA16 cells; Trace amine-associated receptor 1 (Homo sapiens), Q96RJ0; actives 0.99% (n = 360,000); vehicle wells 0%, saturating PEA agonist 100%; activation, % at 3 µM; AID 624467, 2012;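 active = activation above the mean activation of all test compounds in the run plus 3 SD, cut at about 38% in these data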
#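 Test system: RD-HGA16 (CHO) cells co-expressing Gα16 and hTAAR1; dosing: one-point dosing at 3 µM (nominal); timing: 17-24 h seeding, 75 min 37 °C dye, 30 min RT; signal: kinetic Fluo-8 calcium fluorescence; read-out basis: % activation relative to PEA EC100 response; controls: DMSO and PEA EC100; replicates: n 1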
# Starred values were filed as active, the others as inactive; . = no result given.
Molecule | TAAR1 antag | CHO parental Ca | CHRM1 antagonist | CHRM1 PAM | CHO-K1 Ca PAM | M1 ag | CHO-K1 Ca antag | CHO-K1 Ca ag | TAAR1 ag
CCOc1ccc(C(=O)Nc2ccc(NC(=O)c3ccccc3)cc2)cc1Br | -10 | -11 | -4 | 8 | -17 | 0 | 10 | -0.2 | 5
O=C(NNC(=O)c1ccccc1Br)c1ccccc1Cl | 8 | -15 | -8 | 9 | 17 | -1 | -17 | 1.2 | 0
CSc1ccc(-c2nc(CSCC(=O)NCCCN3CCCC3=O)c(C)o2)cc1 | -3 | -18 | -14 | 7 | 20 | -5 | -13 | 2.2 | -1
O=C1C(C=NCCCN2CCCC2=O)=C(O)c2ccccc21 | 5 | 5 | -3 | 2 | 4 | -6 | -5 | 0.6 | 1
Cc1cccc(NC(=O)CS(=O)CC(=O)Nc2cnc3ccccc3c2)c1C (stereo unspecified) | -10 | -2 | -6 | 13 | 5 | -3 | -16 | -0.1 | 4
CCOc1ccc(-c2c(C(=O)N/N=C(\C)c3ccncc3)nnn2-c2nonc2N)cc1 | -36 | -20 | -16 | 9 | 21 | -3 | -14 | 1.7 | 6
CCS(=O)(=O)Nc1cccc(-c2nc3cccnc3s2)c1 | -6 | -17 | -1 | 0 | 2 | -3 | -10 | 1.7 | 3
COC(=O)C(C)Sc1n[nH]c(=S)s1 (stereo unspecified) | -7 | 14 | -5 | 0 | -11 | -1 | 3 | 0.1 | 0
Cc1noc(N)c1C1(O)C(=O)N(C(C)C)c2ccccc21 (stereo unspecified) | -5 | 0 | -6 | 8 | -4 | -6 | 4 | 0.2 | 4
CCOc1ccc(Nc2ccc(S(=O)(=O)N3CCOCC3)cc2[N+](=O)[O-])cc1 | 16 | . | 0 | 1 | 0 | -7 | -4 | 0.1 | -1
O=C(NC1CC1)C1=C[C@H](C2CCCCC2)C[C@H](OCCCCO)O1 | -6 | -20 | 16 | -11 | 6 | -6 | -9 | -0.5 | 9
CCO/N=C(/C)c1c(O)c(C)c(-c2ccccc2)n(-c2ccccc2)c1=O | 12 | -8 | -10 | 6 | 15 | -6 | -5 | 0.1 | 9
COc1ccc(C(C)C)cc1S(=O)(=O)NCCCn1ccnc1 | -13 | -12 | -22 | 15 | 16 | -8 | -9 | -0.1 | 4
CC(C)(C)c1ccc(S(=O)(=O)NC(Cc2ccccc2)C(=O)O)cc1 (stereo unspecified) | 6 | 2 | -3 | 3 | 14 | -13 | -14 | 0.5 | 12
COc1cccc(CN2CCC2(C)C(=O)NCc2cccc(C(F)(F)F)c2)c1OC (stereo unspecified) | 41 | . | 11 | -10 | 12 | -3 | -10 | 5.0 | 2
Cc1ccc(S(=O)(=O)N(C)C[C@@H]2OCc3cn(nn3)CCCC(=O)N([C@@H](C)CO)C[C@H]2C)cc1 | 1 | . | -28 | 25* | 5 | 0 | -6 | 0.1 | 6
COc1ccc(S(=O)(=O)N2CC(C)N(C(=O)N(C)C)C2C)cc1 (stereo unspecified) | -22 | -14 | 15 | -1 | -11 | -1 | 3 | 0.2 | 5
Cc1n[nH]c(C)c1CCC(=O)N/N=C/C=C/c1ccccc1 | 5 | -6 | 8 | -8 | -11 | -5 | 9 | 0.2 | 2
COc1ccc(Cl)cc1N1C(=O)C2CCCN2C1c1ccc(F)c(F)c1 (stereo unspecified) | -24 | -27 | -6 | 0 | -8 | -5 | 16 | -0.5 | -2
COc1ccc(NC(=O)Nc2ccc(C(=O)N3CCOCC3)cc2)cc1OC | -25 | 4 | -9 | 4 | -11 | -1 | 4 | -0.1 | 1
Cc1ccc(C(=O)OC(C)CN2CCN(C)CC2)cc1 (stereo unspecified) | -4 | -22 | -18 | 6 | 14 | -7 | -6 | 0.7 | -1
CNC(=O)c1nnc(Cc2ccc(F)cc2)o1 | -24 | 1 | -18 | 12 | 25 | 0 | -10 | 0.7 | 2
COc1ccc(NC(=O)CSc2nnc(-c3ccco3)n2C)cc1 | 1 | 0 | 11 | -3 | -4 | -2 | 23 | 0.1 | 0
CC(=O)Oc1ccc(N(C(C)=O)S(=O)(=O)c2ccccc2)c2ccccc12 | -4 | . | -4 | 4 | -5 | -3 | 4 | 0.4 | 4
COc1ccc(-c2coc3c(C(=O)N4CCN(C)CC4)cccc23)c(C)c1 | -1 | . | -1 | 2 | -4 | -2 | -4 | 1.6 | 3
CCCc1n(CC(O)COC2CCCCC2)c2ccccc2[n+]1C (stereo unspecified) | -11 | -7 | -9 | 9 | 9 | -4 | -1 | 0.9 | 5
CCCN(CCC)CCCNC(=O)c1cc2c(=O)n(C)c3ccccc3c2n1C | -4 | -11 | -12 | 4 | 10 | -13 | -1 | 0.3 | 1
c1coc(CN(Cc2ccco2)c2ncnc3c2oc2ccccc23)c1 | . | 36* | 37* | -16 | 17 | 0 | 10 | 6.3 | .
O=C(CCC(=O)OCC(F)(F)C(F)F)NCc1ccccc1 | -5 | 1 | -3 | 10 | 13 | -2 | 1 | 0.7 | 8
O=C(c1cccc(Br)c1)c1conc1C(=O)c1ccco1 | -18 | -7 | -2 | 0 | 13 | -7 | -11 | 0.6 | 8
CCN(CC)CCCN1C(=O)C(O)=C(C(=O)c2cc3cccc(OC)c3o2)C1c1ccncc1 (stereo unspecified) | 3 | 6 | 5 | -6 | -11 | -1 | -25 | 0.2 | 7
COc1ccc(/C=N/N=C(\N)c2nonc2N)cc1OC | 11 | -6 | -6 | 6 | 11 | -3 | -12 | 0.8 | -1
Cc1c(C(=O)NNC(=O)c2ccncc2)oc2ccccc12 | -28 | -7 | -4 | 3 | 10 | -5 | -18 | -0.1 | -2
N#CCCn1cc(/C=C/C(=O)O)c(-c2ccc(F)cc2)n1 | 12 | -11 | -2 | 1 | -3 | -5 | -9 | -0.2 | 0
CCOC(=O)N1CCN(c2nc(-c3ccc(Cl)cc3)cs2)CC1 | 0 | 7 | 23 | -13 | -10 | -3 | 7 | 0.2 | 2
COc1ccc(C(C)=O)cc1CN1C(=O)NC2(CCCCC2C)C1=O (stereo unspecified) | 8 | -19 | -3 | 0 | 12 | -4 | -5 | -0.2 | 1
Cc1noc(C)c1S(=O)(=O)N(C)C[C@H]1Oc2c(cccc2N(C)C)C(=O)N([C@H](C)CO)C[C@@H]1C | -13 | -15 | -2 | 5 | 0 | -3 | 1 | 0.8 | 6
CC(C)c1cc(CNC(=O)C2CCC(=O)N(CCc3ccc(Cl)cc3)C2)on1 (stereo unspecified) | -14 | -12 | -3 | 3 | 9 | -2 | -15 | 0.2 | -1
CCCC(=O)C1=C(O)C(C(=O)OC)C(C)(C)CC1=Nc1ccc(C)cc1 (stereo unspecified) | 5 | -17 | 3 | -2 | -9 | -10 | 9 | 0.7 | 12
O=C(CSc1nnc(-c2ccccn2)n1Cc1ccco1)c1ccc(-c2ccccc2)cc1 | -6 | -2 | 6 | 6 | 6 | 0 | 1 | -0.6 | 1
O=C(Nc1cc(F)ccc1F)C1CCCN1S(=O)(=O)c1cccc2nsnc12 (stereo unspecified) | -13 | -17 | -9 | 10 | -3 | -1 | -12 | 1.1 | 3
O=C(NCC(c1cccnc1)N1CCN(c2ccccc2F)CC1)c1ccco1 (stereo unspecified) | -12 | -12 | -15 | 9 | 21 | -2 | -18 | 1.0 | 1
Cc1ccc(S(=O)(=O)/N=C(\N)Nc2nc(C)c3ccc(C)cc3n2)cc1 | 0 | -34 | 10 | -4 | 21 | -8 | -11 | 0.3 | -1
CCOc1ccc(-c2c[n+](=O)c3c(n2[O-])CCCC3)c(OCC)c1 | 4 | -7 | -17 | 10 | 14 | -4 | -18 | 0.4 | -2
CCCCCN=Cc1c(C)[nH]n(-c2nc3ccccc3s2)c1=O | 6 | -6 | -4 | 1 | -5 | -3 | 7 | 0.0 | 4
CC(C(=O)Nc1ccc(S(=O)(=O)N2CCOCC2)cc1)N(c1ccccc1)S(C)(=O)=O (stereo unspecified) | -5 | -9 | -14 | 11 | 24 | -2 | -12 | 1.1 | 0
O=C(OCC(=O)N1CCC(Cc2ccccc2)CC1)c1ccc(CO)cc1 | 10 | 2 | 4 | 0 | -3 | -2 | -8 | 2.6 | 3
CCOc1ccccc1N1CC(C(=O)Nc2nccs2)CC1=O (stereo unspecified) | -8 | 3 | -8 | 5 | 12 | -2 | -3 | 0.7 | 14
CCN1CCc2nc(NC(=O)c3cc(F)c(F)cc3Cl)sc2C1 | 12 | -11 | 12 | 1 | 5 | -7 | -8 | 0.0 | 2
CCCCn1c(C)nc2cc(S(=O)(=O)N3CCOCC3)ccc21 | -12 | 9 | -15 | 8 | 21 | -6 | -24 | 0.8 | 13
c1ccc(Oc2cccc(Oc3ccccc3)n2)cc1 | -41 | -13 | -20 | 14 | -3 | -1 | -3 | -0.5 | -1
C=CCNC(=S)NCC1COc2ccccc2O1 (stereo unspecified) | 5 | 0 | 8 | -9 | 18 | -4 | -5 | 5.5 | 0
C=CCn1c(SCC(=O)N2CCOCC2)nc2ccccc2c1=O | -11 | -16 | -4 | 5 | 23 | -3 | -12 | -0.6 | 2
c1ccc(N2CCN(c3nc4cc5c(cc4s3)OCO5)CC2)cc1 | 7 | -11 | 0 | 4 | -3 | -3 | -2 | 0.5 | 5

# From PubChem BioAssay
